Compound activity (PubChem)
S3 lipid droplet: qHTS Assay for Lipid Storage Modulators in Drosophila S3 Cells | Drosophila S3 cells, BODIPY lipid droplet fluorescence, 18-24 h; cells fed with added oleic acid | lipid storage change, negative = inhibition, % at the top dose, mostly 46.1 µM; hits show Potency in µM | hit rate 0.64% among 320,000 | AID 2685, 2010; active means well fitted inhibition curve with a large enough effect in the signal ratio, with a control signal flat, not every such curve was filed as active; inconclusive means small, poorly fitted or top-dose-only effect, or effect the other way, or a change in a side signal; the % refers to the signal ratio
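Drosophila S3 cells got compounds at several concentrations plus oleic acid (400 uM solution). Laser-scanning cytometry with 488 nm excitation read lipid droplets at 500-530 nm and cells at 575-640 nm. Percent activity was relative to 20 uM Triacsin C.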
S3 lipid droplet cell count max: recorded beside S3 lipid droplet, whose call it bears; cell number change, %; measured here: cell count max response;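 cells counted by Cell Tracker Red CMTPX staining in the red channel; peak over a dose series mostly up to 46.1 µM; percent activity relative to internal control wells on each plate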
Active calls of the source: *; i = inactive; ? = inconclusive; / = no result given. On the % scale 0 is the no-effect control and ±100 the full control effect; potency means the concentration at half of the fitted maximal effect. The list is partial; rates above refer to the full screens.

item	S3 lipid droplet	S3 lipid droplet cell count max	molecule
1	?	/	C=CCn1c(SCC(=O)c2ccc(CNC(C)=O)o2)nc2ccccc2c1=O
2	7%	18	Cc1cccc(C(=O)OC2CCCN(C)C2)c1C (configuration not stated)
3	8%	13	COc1cccc(/C=C2\SC(=S)N(c3cccnc3)C2=O)c1OC
4	-3%	-1	CN(C)S(=O)(=O)c1cccc(NC(=O)NCCCl)c1
5	-18%	/	COc1ccccc1CN(Cc1nc2ccccc2c(=O)[nH]1)S(=O)(=O)c1ccc2ccccc2c1
6	4%	4	O=C(c1ccc2snnc2c1)N1CCCCC1
7	?	/	Cc1ccc(NC(=O)COc2cccc3ccc(C)nc23)c(Br)c1
8	6%	2	Cc1ccc2c(c1)C1CN(C)CCC1N2C(=O)c1ccccc1NS(=O)(=O)c1ccc(F)cc1C (configuration not stated)
9	?	/	CCOC(=O)/C(=N\Nc1cccc(C(F)(F)F)c1)N1CCOCC1
10	-5%	-14	O=C(O)c1cccc(S(=O)(=O)N2Cc3ccccc3C2)c1
11	i	20	CC(=O)Nc1ccc(-c2nnn(CC(=O)Nc3ccc4c(c3)OCO4)n2)cc1Cl
12	?	/	CN1CCCC(OC(=O)c2cccc(Cl)c2)C1 (configuration not stated)
13	?	/	COc1ccc(Cl)cc1NC(=O)CN(C)C(=O)c1cc(=O)c2ccccc2o1
14	?	/	CCc1ccc(OCC(=O)Nc2ccc(S(=O)(=O)N3CCOCC3)cc2)cc1
15	?	/	O=C(O)C1C(c2ccccc2)C(C(=O)N2CCOCC2)C1c1ccccc1 (configuration not stated)

Given with one line to a screen: 3 of the compounds above.
11) CC(=O)Nc1ccc(-c2nnn(CC(=O)Nc3ccc4c(c3)OCO4)n2)cc1Cl
2) Cc1cccc(C(=O)OC2CCCN(C)C2)c1C (configuration not stated)
13) COc1ccc(Cl)cc1NC(=O)CN(C)C(=O)c1cc(=O)c2ccccc2o1
assay / entry	11	2	13
S3 lipid droplet	i	7%	?
S3 lipid droplet cell count max	20	18	/

Later entries:
item	S3 lipid droplet	S3 lipid droplet cell count max	molecule
16	-16%	-1	Cc1cc2c3c(c1)C(C)CC(C)(C)N3C(=O)C2=O (configuration not stated)
17	8%	4	COC(=O)c1ccccc1NC(=O)CSc1nnc(-c2ccc(OC)cc2)n1C
18	24%	27	O=C(CCN1C(=O)/C(=C/c2ccccc2Cl)SC1=S)NC1CCCC1
19	-9%	-8	COC(=O)c1ccc(CN2CCN(C(C)C)C(CCO)C2)cc1 (configuration not stated)
20	?	/	COC(=O)[C@@H](NC(=O)c1ccc2c(c1)S(=O)(=O)c1ccccc1C2=O)C(C)C
21	?	/	COc1ccc(C(=O)C[n+]2ccc3ccccc3c2C)cc1
22	?	/	Cc1ccc(/C(N)=N/OC(=O)c2ccc(Cl)cc2Cl)cc1
23	-3%	3	CC1CC(C)CN(CCCNC(=O)C2CCCN(c3nnc(N4CCCC4=O)s3)C2)C1 (configuration not stated)
24	16%	1	COc1ccc(-n2c(Cc3ccccc3)nnc2SCc2ccc([N+](=O)[O-])cc2)cc1
25	i	6	CCOC(=O)C1=C(C)N(CCCCCC(=O)O)C(=O)NC1c1ccc([N+](=O)[O-])cc1 (configuration not stated)
26	-20%	-4	O=C(Nc1ccc(Cl)cn1)c1ccc2nccnc2c1
27	?	/	COCCNC(=O)COc1ncnc2scc(-c3ccc(F)cc3)c12
28	-6%	-5	CCN(CC)C(=O)c1ccc(S(=O)(=O)N2CCC(c3nc4ccccc4s3)CC2)cc1
29	i	-25	O=S(=O)(Nc1cccc(Br)c1)c1cccc2nsnc12
30	?	/	Cc1noc(/C=C/N(C)C)c1S(=O)(=O)N1CCCC(C(=O)Nc2ccc3c(c2)OCO3)C1 (configuration not stated)
31	18µM*	5.1*	COc1ccc(C(C)=O)cc1COC(=O)c1cc(=O)c2ccccc2o1
32	i	/	O=S(=O)(c1ccc2c(c1)OCCO2)N1CCN(c2cccc(Cl)c2)CC1
33	i	15	COc1ccc(C2C(C(=O)c3ccco3)=C(O)C(=O)N2CCCn2ccnc2)c(OC)c1 (configuration not stated)
34	-11%	0	Cc1cc(C)c(S(=O)(=O)N2CCCCC2)c(C)c1-n1ncnn1
35	?	/	O=C(O)C1CC1c1ccc(Br)cc1 (configuration not stated)
36	i	11	Cn1c(Nc2ccccc2)cc(=O)n(C)c1=O
37	i	5	COc1ccc(NC(=O)CN(C)C(=O)c2ccc3c(c2)NC(=O)CS3)cc1
38	?	/	Cc1ccnc(NC(=O)C(C)N2C(=O)c3ccccc3S2(=O)=O)c1 (configuration not stated)
39	15%	23	Cc1ccc(Sc2c(CO)c(-c3ccccc3)nn2C)cc1
40	?	/	Cc1ccc(N(CCC#N)C(=O)COC(=O)c2cc(C)no2)cc1
41	?	/	O=C(NCCc1ccccc1)c1ccc(Cl)c(S(=O)(=O)N2CCOCC2)c1
42	?	/	Cc1ccc(C(=O)OCC(=O)NC2CCCc3ccccc32)o1 (configuration not stated)
43	17%	9	O=C(CSc1ccc(Cl)cc1)NNC(=O)c1ccco1
44	-7%	-15	COc1cc(C2c3sc(=O)[nH]c3SC3C(=O)N(c4ccc(C)cc4)C(=O)C32)ccc1O (configuration not stated)
45	i	/	Cc1ccc(OCc2cc(C(=O)N3CCC(c4ccccc4Cl)C3)no2)cc1C (configuration not stated)
46	?	/	O=C(NNC(=O)c1ccccc1-n1cccc1)c1ccc(Cl)nc1
47	-22%	-14	O=C(NC(Cc1ccccc1)C(=O)O)/C(=C\c1ccco1)NC(=O)c1ccc(Br)cc1 (configuration not stated)
48	?	/	CC(C)(C)CC(C)(C)NC(=S)Nc1ccc2nc(-c3ccccn3)c(-c3ccccn3)nc2c1
49	?	/	O=C(CSc1ccc(-c2ccc(F)cc2)nn1)NC1CCCCC1
50	-2%	-11	COc1ccc(NC(=S)Nc2cc(C)ccn2)c(OC)c1
51	?	/	Cc1ccc(C(=O)Nc2cc(Cl)ccc2-n2cncn2)s1
52	?	/	COc1cccc(OC)c1-c1nn2c(-c3cc(-c4ccccc4)n[nH]3)nnc2s1
53	-1%	2	COC(=O)c1c(N2C(=O)[C@H]3[C@@H](C2=O)[C@]2(C(=O)Nc4ccc(C)cc42)N2CCC[C@@H]32)sc(C)c1C
54	18%	-16	COc1ccc(N(C(=O)c2snc(C(N)=O)c2N)C(C(=O)NCC2CCCO2)c2ccc(C)o2)cc1OC (configuration not stated)
55	-6%	-12	CC(=O)/C=C/c1ccccc1Oc1c(F)c(F)nc(F)c1F
56	?	/	O=C(Nc1cccc(S(=O)(=O)N2CCCCC2)c1)c1ccc2ncsc2c1
57	?	/	CCOc1ccc(C(C)NC(=O)C2CCC2)cc1 (configuration not stated)
58	?	/	O=C(NNc1ccc([N+](=O)[O-])cc1[N+](=O)[O-])C1C2CCCCC21 (configuration not stated)
59	?	/	Cc1ccc(Nc2nc(-c3ccc(C)cc3)c(CC(=O)O)s2)cc1
60	-27%	2	Cc1ccc2c(C)c(C(=O)N(C)CCC3CCCCO3)oc2c1C (configuration not stated)

Some of the entries so far, with values under each structure.
Each structure is followed by: S3 lipid droplet | S3 lipid droplet cell count max
60	Cc1ccc2c(C)c(C(=O)N(C)CCC3CCCCO3)oc2c1C (configuration not stated)
 : -27% | 2
46	O=C(NNC(=O)c1ccccc1-n1cccc1)c1ccc(Cl)nc1
 : ? | /
50	COc1ccc(NC(=S)Nc2cc(C)ccn2)c(OC)c1
 : -2% | -11
57	CCOc1ccc(C(C)NC(=O)C2CCC2)cc1 (configuration not stated)
 : ? | /
48	CC(C)(C)CC(C)(C)NC(=S)Nc1ccc2nc(-c3ccccn3)c(-c3ccccn3)nc2c1
 : ? | /
51	Cc1ccc(C(=O)Nc2cc(Cl)ccc2-n2cncn2)s1
 : ? | /

Next entries
item	S3 lipid droplet	S3 lipid droplet cell count max	molecule
61	-13%	-114	O=C(c1ccc(Cl)cc1)N1CCCOC1
62	-23%	-5	Cn1c(C(=O)N/N=C/c2ccccc2)cc2ccccc21
63	?	/	COc1ccc(N2CCN(C(=O)c3cccc(Cn4cc(Cl)cn4)c3)CC2)cc1
64	?	/	COc1ccc(/C=C2\CCC/C(=C\c3ccc(OC)c(OC)c3OC)C2=O)c(OC)c1OC
65	i	/	COc1ccccc1CNS(=O)(=O)c1ccc(NC(C)=O)cc1
66	-11%	-5	Cn1cc(CNC(=O)c2ccc3nc(Cc4ccccc4F)oc3c2)cn1
67	?	/	COC(=O)c1nnn(CC(=O)Nc2cc(Cl)ccc2C)c1C(=O)OC
68	?	/	CCCCOCCCNC(=O)c1c(-c2ccccc2)noc1C
69	?	/	C(=N\Nc1nc(N2CCCC2)nc(N2CCCC2)n1)/c1cccnc1
70	?	/	O=C(c1ccco1)N1CCN(S(=O)(=O)c2ccc3c(c2)CCN3C(=O)C2CCC2)CC1
71	?	/	Cc1cc(C)c(S(=O)(=O)N2CCN(C)CC2)c(C)c1
72	?	/	COCCN1C(=O)c2ccccc2C(C(=O)NCCCN2CCCC2)C1c1c[nH]c2ccccc12 (configuration not stated)
73	-6%	17	COc1ccc(C(=O)Oc2cc(N)n(S(=O)(=O)c3ccc(C)cc3)n2)cc1
74	?	/	C/C(=C\C(=O)c1ccc(F)cc1)NCc1ccc2c(c1)OCO2
75	?	/	CC(=O)Nc1ccc(S(=O)(=O)N/N=C/c2cccnc2)cc1

Compound profiles, from the list above. Order of screens: S3 lipid droplet	S3 lipid droplet cell count max
Cn1c(C(=O)N/N=C/c2ccccc2)cc2ccccc21 in the list: -23%	-5
COCCN1C(=O)c2ccccc2C(C(=O)NCCCN2CCCC2)C1c1c[nH]c2ccccc12 (configuration not stated) in the list: ?	/
CCCCOCCCNC(=O)c1c(-c2ccccc2)noc1C in the list: ?	/
CC(=O)Nc1ccc(S(=O)(=O)N/N=C/c2cccnc2)cc1 in the list: ?	/

Next entries follow:
item	S3 lipid droplet	S3 lipid droplet cell count max	molecule
76	11%	16	CCc1cc(C(=O)OC)c(NC(=O)CSc2nccn2C)s1
77	?	/	CCC(=O)Nc1ccc(C(=O)OCc2ccccc2Cl)cc1
78	i	/	Cc1ccc(S(=O)(=O)N(C)CC(=O)N(CC(C)C)C2CCS(=O)(=O)C2)cc1 (configuration not stated)
79	i	-5	CC(C)c1ccccc1N=C1SCCCN1C(=O)c1cccc(N2C(=O)CCC2=O)c1
80	-2%	14	COc1cccc(NC(=S)NNC(=O)Cn2nc(C(F)F)cc2C(F)F)c1
81	?	/	C=CCc1cccc(Cl)c1OCCON1C(=O)CCC1=O
82	10%	-9	COc1ccccc1-c1nnc(SCC(=O)NC2CCS(=O)(=O)C2)n1CCc1ccccc1 (configuration not stated)
83	i	/	CCn1nnnc1NCc1ccc(N2CCCC2)cc1
84	-16%	2	CCC(C)NC(=O)C(Sc1ccccc1)c1ccccc1 (configuration not stated)
85	?	/	O=C(CC1C(=O)CCCC1=O)c1ccccc1
86	i	/	CC(C)(C)C1=C[C@@H](CO)C[C@@H](CO)C1
87	?	/	CN1CCN(c2nc3c(c(=O)n(C)c(=O)n3C)n2Cc2cccc3ccccc23)CC1
88	?	/	CNC(=O)[C@H]1O[C@@H](n2cnc3c(NCc4cccc(I)c4)nc(Cl)nc32)[C@H](O)[C@@H]1O
89	1%	-6	COc1ccc(/C=N/NC(=O)c2ccncc2)cc1CN1CCOCC1
90	?	/	Cc1c(C(=O)NCc2ccccn2)oc2ccc(S(=O)(=O)N3CCC4(CC3)OCCO4)cc12

A draw from above in order of molecular weight, lowest first:
item	S3 lipid droplet	S3 lipid droplet cell count max	molecule
77	?	/	CCC(=O)Nc1ccc(C(=O)OCc2ccccc2Cl)cc1
76	11%	16	CCc1cc(C(=O)OC)c(NC(=O)CSc2nccn2C)s1
79	i	-5	CC(C)c1ccccc1N=C1SCCCN1C(=O)c1cccc(N2C(=O)CCC2=O)c1

Later entries:
item	S3 lipid droplet	S3 lipid droplet cell count max	molecule
91	?	/	CC(C)NC(=O)CSc1nc(Cc2ccccc2)nc2ccccc12
92	-4%	6	CCOC(=O)c1cc2n(n1)C(C(F)(F)F)CC(C)N2 (configuration not stated)
93	?	/	CCCC(=O)NC(=S)Nc1ccc(Cl)cn1
94	0%	-12	COc1ccccc1NC(=S)NNC(=O)c1ccc(Cl)cc1Cl
95	?	/	COc1ccc(F)cc1CN1CCN(CC(=O)N2CCc3ccccc32)CC1
96	14%	21	CN(CC(=O)Nc1ccc(Cl)c(S(=O)(=O)N2CCOCC2)c1)C(=O)c1cccs1
97	-7%	-5	COc1ccc(S(=O)(=O)N2CCOCC2)cc1NS(=O)(=O)/C=C/c1ccccc1
98	?	/	CCOc1ccc(NC(=O)CSc2nncc(=O)[nH]2)cc1
99	1%	0	Cn1c(C(=O)OCC(=O)NCC2CCCO2)cc2sccc21 (configuration not stated)
100	-26%	-19	c1ccc(-c2noc(CSc3nc4ccccc4o3)n2)cc1
101	?	/	O=C(CSc1ccc2ccccc2c1)Nn1cnnc1
102	i	21	COC(=O)c1cccc(NC(=O)CSc2nnc(C)o2)c1
103	?	/	Cc1cccc(S(=O)(=O)Nc2nc3ccccc3nc2OC(C)C)c1
104	?	/	CCOC(=O)c1ccc(N2C(=O)CC(SCC(=O)Nc3ccc(S(N)(=O)=O)cc3)C2=O)cc1 (configuration not stated)
105	13%	9	CC(C)C(NC(=O)C12CC3CC(CC(C3)C1)C2)C(=O)N/N=C/C1=C(N2CCOCC2)C(=C\c2cccc([N+](=O)[O-])c2)/CC1 (configuration not stated)
106	-31%	3	Cc1ccc(S(=O)(=O)NC(C)(C)CSc2nncn2N)cc1
107	?	/	CC(=O)c1cccc(NCC(=O)c2ccc(C)c([N+](=O)[O-])c2)c1
108	?	/	Cc1ccc(C)c(NC(=O)CN(C)C(=O)c2cccc(N3C(=O)CCC3=O)c2)c1
